LMPTP block: LMPTP phosphatase inhibitors, primary screen, biochemical, fluorescence intensity, uHTS; Low molecular weight phosphotyrosine protein phosphatase (Homo sapiens), P24666; recombinant LMPTP-A, OMFP fluorogenic substrate; 360,000 tested, 0.22% active; inhibition, % at 20 µM;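 active means compounds that cut the enzyme signal by at least half of the control window in the single-dose screen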;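 further: plate controls were DMSO wells with enzyme plus substrate for no effect and substrate without enzyme for full effect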
Target sequence (P24666 whole entry, looked up): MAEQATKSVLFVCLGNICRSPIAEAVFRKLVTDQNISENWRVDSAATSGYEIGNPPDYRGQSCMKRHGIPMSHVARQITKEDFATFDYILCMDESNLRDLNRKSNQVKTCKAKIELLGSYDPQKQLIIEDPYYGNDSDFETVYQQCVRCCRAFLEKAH
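Assay system: LMPTP-A phosphatase enzyme | Input: 0.625 nM enzyme | Also added: Fluorogenic phosphatase substrate OMFP at 400 µM final | Compound dosing: One test concentration per compound, 20 µM, with 3% DMSO overall | Schedule: 50 min enzyme reaction at room temperature, protected from light | Signal: Fluorescence intensity | Benchmarks: no-enzyme and uninhibited controls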
NadD inh: inhibitors of S. aureus NadD, primary screen, biochemical, colorimetric, uHTS; 360,000 tested, 0.78% active; inhibition, % at 20 µM; AID 602399, 2012; purified NadD enzyme, colorimetric absorbance read-out; Nicotinate-nucleotide adenylyltransferase NadD (Staphylococcus aureus N315); in the data active means inhibition above about 26%; further: some compounds past the cut are filed as inactive
SKN-1 block: suppressors of acrylamide-induced Pgst-4::GFP reporter in worms, primary screen, SKN-1 inhibitor project, whole organism, uHTS, GFP/RFP fluorescence ratio, strain VP596; C. elegans VP596 Pgst-4::GFP/RFP ratio, 24 h; inhibition, % at 21.8 µM; 360,000 tested, 0.49% active; AID 624304, 2012;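 active means interference check ratio from 0.5 to 1.5 plus GFP to RFP signal ratio inhibition reaching or exceeding a fixed threshold, cut at about 30% in these data, passing the limit was not always enough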; further: some compounds called inactive have numbers as strong as hits
Scp-1 inhibitor: Scp-1 phosphatase inhibitors, primary screen, biochemical, colorimetric, uHTS; Carboxy-terminal domain RNA polymerase II polypeptide A small phosphatase 1 (Homo …; Recombinant Scp1, phosphopeptide, malachite green phosphate absorbance; inhibition, % at 20 µM; 340,000 tested, 0.88% active; AID 493091, 2011;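 active means inhibition above about 50% at 20 µM, limit read from the data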;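 further: plate controls were DMSO wells with enzyme for no effect and wells lacking enzyme for full effect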
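System: truncated SCP-1 phosphatase (76-261aa); medium: Tris acetate buffer pH 5.5 with MgCl2 and Tween-20; incubation: 45 min room-temperature reaction, 5 min colour, 30 min stabiliser; compound: single 20 µM dose, 1% DMSO; reagent: Phosphorylated 17-residue peptide substrate; read-out: % inhibition at 20 µM; technique: colorimetric free-phosphate detection, absorbance 630 nm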
Rpn11 inh: Rpn11 (PSMD14) deubiquitinase inhibitors, primary screen, biochemical, fluorescence polarization, uHTS. 360,000 tested, 0.59% active. AID 588493, 2011. 26S proteasome non-ATPase regulatory subunit 14 (Homo sapiens), O00487. calls only at 20 µM. human 26S proteasome, Ub4-pepOG fluorescence polarization; 20S core pre-blocked with epoxomicin;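 active means inhibition at 20 µM, scaled to each plate's controls, above about 33%, limit read from the data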
Target sequence (O00487 whole entry, looked up): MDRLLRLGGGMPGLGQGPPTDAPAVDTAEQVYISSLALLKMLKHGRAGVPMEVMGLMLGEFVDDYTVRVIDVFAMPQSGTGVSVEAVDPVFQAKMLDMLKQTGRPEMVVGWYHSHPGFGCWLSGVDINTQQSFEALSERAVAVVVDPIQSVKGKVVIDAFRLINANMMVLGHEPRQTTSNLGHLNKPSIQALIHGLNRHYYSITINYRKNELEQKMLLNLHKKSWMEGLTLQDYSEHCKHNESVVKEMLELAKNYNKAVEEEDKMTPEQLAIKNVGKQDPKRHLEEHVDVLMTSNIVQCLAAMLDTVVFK
MT1-MMP act inh: blockers of MT1-MMP proenzyme processing, primary screen, HT1080 RFP-PRO-GFP cells, GFP/RFP fluorescence; GFP/RFP ratio fluorescence, overnight; percent of plate control window, DMSO zero; 360,000 tested, 0.061% active; AID 651647, 2012; GFP/RFP ratio change, % at 20 µM;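 active means GFP/RFP ratio change of at least 30% with cell ATP level not reduced by more than half and red fluorescence within 50% of control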; further: strong numbers were not always called active
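Assay system: HT1080 cells carrying an RFP-PRO-GFP reporter | Dosing: Single dose of 20 µM compound, 1% DMSO final | Incubation: Cells overnight before dosing, compound overnight, 37 °C, 5% CO2 | Evaluation: GFP/RFP fluorescence ratio | Control set: DMSO and RFP-L50D-GFP cell wells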
STEP block: STEP phosphatase inhibitors, primary screen, biochemical, fluorescence intensity, uHTS; 360,000 tested, 0.25% active; recombinant STEP, OMFP fluorogenic substrate; AID 588621, 2011; inhibition, % at 20 µM;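 active means inhibition at 20 µM, scaled per plate between control wells, above about 37%, limit read from the data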;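 further: 0% = DMSO with enzyme and substrate and 100% = substrate only without enzyme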
Target sequence (P54829 whole entry, looked up): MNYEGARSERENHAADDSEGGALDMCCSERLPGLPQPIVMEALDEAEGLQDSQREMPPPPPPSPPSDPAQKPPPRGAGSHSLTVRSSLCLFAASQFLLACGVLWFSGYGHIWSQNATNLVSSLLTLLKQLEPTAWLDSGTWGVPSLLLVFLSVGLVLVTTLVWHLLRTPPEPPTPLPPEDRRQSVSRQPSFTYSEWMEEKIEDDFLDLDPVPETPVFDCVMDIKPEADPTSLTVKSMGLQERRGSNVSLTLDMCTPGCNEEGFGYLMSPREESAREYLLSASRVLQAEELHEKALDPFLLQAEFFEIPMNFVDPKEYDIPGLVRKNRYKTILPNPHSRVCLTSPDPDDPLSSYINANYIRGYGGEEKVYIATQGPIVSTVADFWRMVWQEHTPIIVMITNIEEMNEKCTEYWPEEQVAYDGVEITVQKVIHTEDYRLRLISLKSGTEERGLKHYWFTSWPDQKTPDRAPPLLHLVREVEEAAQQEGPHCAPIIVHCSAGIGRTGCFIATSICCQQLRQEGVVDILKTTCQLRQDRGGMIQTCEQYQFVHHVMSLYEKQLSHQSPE
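Material: STEP (striatal-enriched tyrosine phosphatase) enzyme, cell-free | Medium: 50 mM Bis-Tris pH 6.0 with 2.5 mM DTT and 0.005% Tween 20 | Read-out: Percent inhibition scaled to no-enzyme and uninhibited-enzyme controls, plate-pattern corrected | Signal: Fluorescence read at 480 nm ex / 540 nm em | Times: 20 min reaction, room temperature, in the dark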
DNMT1 inh: human DNMT1 methyltransferase inhibitors, primary screen, biochemical, molecular beacon, fluorescence, HinP1I cleavage, uHTS. DNA (cytosine-5)-methyltransferase 1 (Homo sapiens), P26358. inhibition (reported as % activation of signal), % at 10 µM. 360,000 tested, 0.83% active. AID 588458, 2011; in the data active means inhibition above about 50%
SUMO1-SIM PPI: modulators of SUMO1 protein-protein interactions, primary screen, biochemical, uHTS; 360,000 tested, 0.33% active; inhibition, % at 20 µM; SUMO1 binding to a labelled peptide, TR-FRET, 1 h; in the data active means inhibition above about 37%
CendR NRP1 mod: modulators of CendR peptide binding to NRP-1, primary screen, biochemical, fluorescence polarization, uHTS | Neuropilin-1 (Homo sapiens), O14786 | FAM-RPARPAR peptide binding to NRP-1 | inhibition, % at 25 µM | 360,000 tested, 0.85% active;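 active means inhibition or corrected inhibition above about 18%, plus a signal ratio from 0.5 to 1.5, limit read from the data, passing the limit was not always enough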; further: strong numbers were not always called active
* marks the source's active call; other numbers are inactive results; i = inactive; . = no result given.

Every second line gives: DNMT1 inh | SKN-1 block | STEP block | Scp-1 inhibitor | NadD inh | SUMO1-SIM PPI | MT1-MMP act inh | CendR NRP1 mod | Rpn11 inh | LMPTP block
> Fc1cccc(Cc2noc(CN3CCN(c4cnccn4)CC3)n2)c1
→ -1.1 | 9.7 | -3.6 | -5.4 | 0.1 | 8.1 | 4.1 | 2.7 | i | -0.4
> O=C(CCCn1c(=S)[nH]c2ccc(Br)cc2c1=O)N1CCN(c2ccccn2)CC1
→ 2.5 | -14.9 | 8.6 | 4.4 | 9.7 | 4.5 | -7.3 | 0.8 | i | 2.5
> O=C(CCc1ccccc1)OCC(=O)c1cccc([N+](=O)[O-])c1
→ -4.0 | 8.0 | 3.1 | -11.7 | -0.5 | -27.0 | -3.1 | 2.4 | i | 0.9
> O=C(O)CCc1nnc(SCC(=O)Nc2cccc(C(F)(F)F)c2)[nH]c1=O
→ 2.6 | 3.2 | -6.5 | -5.0 | -3.8 | 4.6 | 1.6 | -4.7 | i | -1.5
> CCn1c(=O)n(CC)c2cc(N3CCCC3)c(NC(=O)c3ccc(OC)c(Br)c3)cc21
→ -5.1 | 7.0 | -0.7 | 35.9 | -7.3 | 17.5 | 5.0 | -4.5 | i | 0.6
> CCOCCCNCc1ccc(OCc2ccccc2Cl)cc1
→ 2.5 | 6.3 | 3.5 | -1.2 | -1.1 | -1.2 | 1.0 | -2.9 | i | -2.1
> CCN(CC)S(=O)(=O)c1ccc(C(=O)N2CCN=C2SCc2cccnc2)cc1
→ 1.6 | -7.2 | -4.6 | 5.2 | 7.7 | 6.8 | 3.5 | -12.1 | i | -0.1
> Cc1[nH]c(C)c(S(=O)(=O)N2CCN(c3cccc(C(F)(F)F)c3)CC2)c1C(=O)N1CCCCC1
→ 2.7 | 18.5 | 2.5 | -9.1 | 1.7 | -0.1 | 7.3 | 7.5 | i | 1.1
> CSc1ccccc1NC(=O)COC(=O)c1ccccc1Cc1ccccc1
→ -4.5 | 24.6 | 3.6 | -12.2 | 7.5 | 0.4 | -0.4 | 7.1 | i | 3.1
> Cc1cc(NC(=O)CN2CCCCC2)n(-c2ccccc2)n1
→ -2.9 | -10.0 | -0.5 | -10.9 | -0.2 | -2.4 | 2.6 | -3.6 | i | -2.0
> COC(=O)c1ccc(N2CCOCC2)c(NC(=O)c2cccnc2)c1
→ 2.1 | 7.2 | -2.5 | 2.3 | 0.9 | -0.1 | -4.7 | 26.4* | i | -0.6
> CCN(CC)c1ccc(/C=N/NC(=O)CNC(=O)c2cccnc2)cc1
→ 0.5 | 9.4 | -1.2 | -6.5 | 0.2 | -10.5 | -0.3 | 6.4 | i | -1.3
> Clc1ccc2c(c1)C=Nc1c(NCc3ccccc3)ncnc1O2
→ 3.6 | -0.9 | -3.2 | 0.0 | 8.0 | 0.9 | 1.6 | -0.9 | i | -0.5
> CC(C)(C)c1ccc(C(=O)N2CCC2(C)C(=O)NS(=O)(=O)c2ccccc2Cl)cc1 (stereo not given)
→ -1.6 | 16.1 | 1.1 | . | -4.2 | 2.2 | 0.4 | 1.4 | i | -1.8
> Cc1cc(C)c2c(CC(=O)NC(C)C)coc2c1
→ 1.8 | 1.1 | -1.0 | -2.6 | 1.9 | -2.3 | 1.9 | 1.4 | i | -0.2
> CCCCn1c(SCC(=O)Nc2cc(C)[nH]n2)nc2ccsc2c1=O
→ -4.5 | 23.3 | 3.4 | -6.2 | -0.7 | 3.2 | 1.4 | 6.2 | i | -0.7
> CCC(=O)NC(c1cc(Cl)c2ccccc2c1O)C(C)C (stereo not given)
→ 0.0 | 27.5 | -1.6 | -12.0 | -4.1 | -4.4 | -25.4 | 13.3 | i | 1.0
> CC(C(=O)NC1CCCCC1)N(Cc1ccc(F)cc1)C(=O)c1snc(C(N)=O)c1N (stereo not given)
→ 0.5 | 14.3 | -0.5 | -10.3 | -0.8 | -13.3 | 1.8 | 7.8 | i | -0.5
> OCCCCNCc1ccc(OCc2ccc(Cl)cc2)cc1
→ -2.0 | 4.9 | -1.1 | 4.5 | 0.7 | 38.0 | 3.1 | 12.5 | i | -2.0
> Cc1c(S(=O)(=O)N2CC(C)CC(C)C2)c(=O)n(C)c(=O)n1C (stereo not given)
→ 5.5 | 15.7 | 3.9 | -0.7 | -4.1 | -1.6 | 0.7 | -7.0 | i | 0.3
> CSc1ccc(/C=C/C(=O)OCC(=O)N2CCN(S(=O)(=O)c3ccc(C)cc3C)CC2)cc1
→ 7.7 | -18.5 | 2.2 | -8.6 | 4.1 | -3.5 | 3.0 | 13.1 | i | 3.1
> OC[C@@H]1CCCN1Cc1cn(-c2ccccc2)nc1-c1ccc2c(c1)OCO2
→ 8.1 | -15.8 | 0.2 | 8.9 | -7.9 | 0.8 | -5.3 | 12.5 | i | -0.3
> COc1ccc(C(=O)Nc2ccc3c(c2)C(=O)c2ccccc2C3=O)cc1OC
→ 56.7* | -5.1 | 54.7* | 66.2* | -0.2 | 20.7 | 6.5 | 13.9 | . | 4.8
> O=C(NCc1cccs1)c1cc(-c2ccccn2)nc2ccc(Br)cc12
→ 18.8 | -21.9 | -2.1 | 14.9 | 2.9 | 0.0 | -4.0 | -3.4 | i | -1.3
> CC(=O)NC(=S)Nc1ccc(S(=O)(=O)N(C)Cc2ccccc2)cc1
→ 0.1 | -1.0 | -2.1 | -9.0 | 4.8 | -1.3 | 3.9 | -2.8 | i | 0.7
> COc1cccc(-c2csc(N3CCN(C(=O)Nc4ccc(F)cc4)CC3)n2)c1
→ -15.2 | 15.9 | -1.1 | 1.9 | -2.2 | -1.7 | -5.1 | -3.8 | i | 0.1
> CC(=O)Nc1nc2cc(N)ccc2s1
→ -1.0 | 9.3 | 0.5 | -4.9 | 0.6 | 2.5 | 5.6 | 10.8 | i | -1.7
> COC(=O)C1C(O)CCC2CN3CCc4c([nH]c5ccccc45)C3CC21 (stereo not given)
→ -17.9 | 14.9 | -0.5 | -7.1 | -4.8 | 8.7 | -11.2 | -15.1 | i | 1.1
> COC(=O)c1c(NC(=O)Cn2cnc([N+](=O)[O-])n2)sc2c1CCC(C)C2 (stereo not given)
→ 6.0 | 4.4 | 6.1 | -11.8 | -0.5 | -5.2 | -4.8 | 13.9 | i | 1.3
> Cc1ccc(S(=O)(=O)NCCCN(C)C)cc1
→ -4.0 | -8.7 | -7.2 | 1.0 | -0.4 | -15.0 | 5.9 | 15.8 | i | -10.7
> Cc1ccc(C(=O)N/C(=C\c2ccco2)C(=O)N2CCSCC2)cc1C
→ 0.1 | 7.8 | 2.2 | 2.1 | -1.5 | -3.6 | 0.3 | 0.2 | i | -0.9
> Cc1ccccc1-c1cnc(C(O)c2ccccc2)[nH]1 (stereo not given)
→ 1.0 | -1.7 | 1.5 | . | 5.2 | 1.0 | 0.2 | 2.6 | i | -0.8
> O=C(C1=C[C@H](C2CCCCC2)C[C@H](OCc2ccc(CO)cc2)O1)N1CCN(Cc2ccccc2)CC1
→ 0.2 | -8.1 | 0.7 | -3.0 | 0.5 | 0.2 | -2.9 | -6.9 | i | 1.9
> COc1ccc(NC(=O)Cn2ncn3c(cc4ccccc43)c2=O)c(OC)c1OC
→ -13.6 | 2.6 | 0.8 | -6.8 | 6.6 | -6.6 | -0.5 | -16.3 | i | 0.3
> Cc1ccc(/C(O)=C2/C(=O)C(=O)N(Cc3ccco3)C2c2cccs2)cc1 (stereo not given)
→ -1.5 | 12.2 | 7.0 | -4.4 | 17.4 | -3.4 | -0.7 | -8.9 | i | 1.1
> COc1ccc(CCNC(=O)Cn2c([N+](=O)[O-])cnc2C)cc1OC
→ -0.3 | -6.2 | 2.5 | -2.3 | -7.3 | 0.4 | 0.7 | -10.1 | i | -0.4
> OCCN=Cc1c(O)[nH]c2ccccc12
→ 0.2 | -5.1 | 2.0 | -15.4 | 2.3 | -5.4 | 5.4 | 17.6 | i | 0.1
> CCCc1nc(-c2cc3cc(C)ccc3[nH]c2=O)no1
→ -2.7 | -8.5 | 3.2 | 65.2* | 5.5 | -3.2 | 1.9 | -2.1 | i | -2.2
> CN=C(NC1CCCCC1)c1ccc(Cl)cc1
→ -0.5 | 3.2 | -0.8 | -8.2 | -7.8 | 2.1 | -2.9 | -2.1 | i | -1.2
> Cc1ccccc1OC(C)C(=O)NCCCN1CCOCC1 (stereo not given)
→ 2.5 | 2.0 | -3.2 | -2.0 | -5.9 | 29.3 | 3.0 | -3.6 | i | -5.5
> Cc1cc(S(=O)(=O)N2CCCCC2)ccc1OCC(=O)N1CCOCC1
→ -0.1 | 9.3 | -1.1 | 4.6 | -7.3 | 0.7 | 2.8 | 7.5 | i | -0.3
> COc1ccc(N(CC(=O)N2CCN(C)CC2)S(=O)(=O)c2cc(C)ccc2OC)cc1Cl
→ 0.0 | 9.7 | 2.0 | -6.7 | -0.6 | 6.3 | -3.5 | 7.9 | i | -1.2
> CN(C)CCCNc1cc(C(C)(C)C)nc2c(-c3ccccc3)cnn12
→ 0.2 | 20.3 | 3.2 | 5.3 | -1.4 | -8.2 | 1.0 | -4.1 | i | 0.2
> O=c1c2[nH]c3ccc(F)cc3c2ncn1CC1CCCO1 (stereo not given)
→ 0.9 | 6.5 | -3.3 | -0.7 | -1.2 | 5.3 | -2.4 | -10.9 | i | -1.7

Screens from PubChem.
